HCMV inh: qHTS Assay for inhibitors of the human cytomegalovirus (HCMV). hit rate 4.5% among 410,000. activity change, negative = inhibition, % at 57.5 µM. HFF cells, HCMV-luciferase reporter, 72 h; hits give low values. AID 1259415, 2018; in the data active = activity change below about -60%; inconclusive = no clear call, values can overlap the other calls; inactive = above about -39%
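Screen run at 2 compound doses on HFFs infected with reporter HCMV, MOI 1 PFU/cell. Luciferase activity from cell lysates at 72 h post infection gave inhibition relative to buffer-only and Salinomycin wells.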
AmpC inh no detg: qHTS Inhibitors of AmpC Beta-Lactamase (assay without detergent); hit rate 0.52% among 330,000; AID 485341, 2010; P00811; AmpC nitrocefin hydrolysis, absorbance 480 nm, 0.0001% Triton; Potency, µM (titrated, usually from 57.1 µM), without a hit: top-dose activity change, negative = inhibition, actives largely listed as inhibitors;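 note: potency is the fitted concentration of half-maximal effect; plate controls were no compound for no effect and no enzyme for full effect; nearly all actives have a fitted effect of over 20% in size; some results filed as inactive show a strong effect at the top dose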
Target sequence (P00811 whole entry, looked up): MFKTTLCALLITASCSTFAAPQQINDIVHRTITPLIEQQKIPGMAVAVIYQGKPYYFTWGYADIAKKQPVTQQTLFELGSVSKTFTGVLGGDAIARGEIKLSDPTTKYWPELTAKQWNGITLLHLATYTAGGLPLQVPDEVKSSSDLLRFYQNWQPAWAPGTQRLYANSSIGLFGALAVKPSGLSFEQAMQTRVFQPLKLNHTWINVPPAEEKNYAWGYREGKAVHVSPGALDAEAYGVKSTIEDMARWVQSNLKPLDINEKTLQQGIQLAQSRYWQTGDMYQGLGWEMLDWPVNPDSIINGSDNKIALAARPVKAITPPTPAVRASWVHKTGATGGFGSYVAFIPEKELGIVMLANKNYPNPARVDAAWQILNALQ
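20 mM phosphate pH 7.0 + 0.01% (detergent screen) or 0.0001% Triton X-100; 5.3 nM AmpC reagent; cpd preinc 15 min RT; nitrocefin (800 uM stock) to start; A480 q20 s × 4 min; Activity was normalised to no-enzyme and no-compound control wells.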
AmpC inh detg: qHTS Inhibitors of AmpC Beta-Lactamase (assay with detergent). P00811. AmpC hydrolysis of nitrocefin, absorbance 480 nm, 0.01% Triton. Potency, µM (highest dose often 114 µM), without a hit: top-dose activity change, negative = inhibition, actives largely listed as inhibitors. hit rate 0.041% among 370,000;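 note: potency is the fitted concentration of half-maximal effect; 0% = no-compound wells and -100% = no-enzyme wells; nearly all actives have a fitted effect of over 25% in size; some results filed as inactive show a strong effect at the top dose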
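20 mM phosphate pH 7.0 + 0.01% (detergent screen) or 0.0001% Triton X-100; 5.3 nM AmpC reagent; cpd preinc 15 min RT; nitrocefin (800 uM stock) to start; A480 q20 s × 4 min; Activity was normalised to no-enzyme and no-compound control wells.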
LmPK inhibitor: qHTS Assay for Inhibitors of Leishmania Mexicana Pyruvate Kinase (LmPK) | purified LmPK, Kinase-Glo ATP luminescence, 1 h | Potency, µM (titrated, usually from 57.5 µM), inactives show top-dose activity change, negative = inhibition, most hits filed as inhibitors | hit rate 0.37% among 290,000 | AID 1721, 2009; note: potency is the fitted concentration of half-maximal effect
Target sequence (Q27686 whole entry, looked up): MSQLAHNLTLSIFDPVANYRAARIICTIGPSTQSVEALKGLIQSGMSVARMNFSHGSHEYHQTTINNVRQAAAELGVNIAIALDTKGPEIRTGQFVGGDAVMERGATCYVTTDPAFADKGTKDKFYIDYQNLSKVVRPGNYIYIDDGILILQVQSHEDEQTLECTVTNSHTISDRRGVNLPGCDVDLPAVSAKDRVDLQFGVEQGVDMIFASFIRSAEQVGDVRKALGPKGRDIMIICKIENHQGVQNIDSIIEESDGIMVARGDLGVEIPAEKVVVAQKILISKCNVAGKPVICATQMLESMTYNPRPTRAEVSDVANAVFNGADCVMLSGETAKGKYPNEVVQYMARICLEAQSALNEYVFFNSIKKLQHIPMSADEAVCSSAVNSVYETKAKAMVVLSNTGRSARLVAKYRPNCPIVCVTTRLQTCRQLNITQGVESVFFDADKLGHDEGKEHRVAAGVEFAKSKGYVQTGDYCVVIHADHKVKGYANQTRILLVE
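ATP generated from ADP (0.1 mM) and PEP (0.5 mM) by 0.1 nM LmPK over 1 h at room temperature (pH 7.2 imidazole buffer) was detected by coupled luciferase luminescence. Values were normalized to uninhibited and no-enzyme wells.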
Tb PYK inh: qHTS of Trypanosoma Brucei Inhibitors | hit rate 0.12% among 410,000 | Potency, µM (series often up to 76.8 µM), without a hit: at the highest dose activity, negative = inhibition, hits mostly inhibitors | TbPYK enzyme, Kinase-Glo Plus ATP luminescence, 45 min; note: potency is the fitted concentration of half-maximal effect; nearly all actives have a fitted effect of over 50% in size
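Glycolytic pyruvate kinase of T. brucei was incubated with substrate, test compound and 130 uM ADP for 45 minutes at room temperature. Luminescent Kinase-Glo Plus signal was measured after 10 minutes.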
AMA1 RON2 block: qHTS for Inhibitors of AMA1-RON; Towards Development of Antimalarial Drug Lead: Primary Screen; AlphaScreen AMA1-biotinylated RON2 peptide binding; Potency, µM (doses to about 58.2 µM), for inactives: at the top dose activity change, negative = inhibition, actives largely listed as inhibitors; hit rate 0.2% among 360,000;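 note: potency is the fitted concentration of half-maximal effect; 0% = vehicle wells and -100% = peptide control; nearly all actives have a fitted effect of over 45% in size; some results filed as inactive show a strong effect at the top dose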
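AMA1 (3D7) with his tag at 25 nM final met compounds first, then biotinylated RON2 peptide at 25 nM; detection used donor plus acceptor beads, 10 µg/mL apiece, read by AlphaScreen after 30 min at room temperature.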
HCV inh: qHTS Assay for Inhibitors of Hepatitis C Virus (HCV); Huh7.5.1 HCVcc-Cre infection, luciferase reporter, 44 h; Potency, µM (series often up to 41.8 µM), without a hit: at the top dose activity change, negative = inhibition, actives largely listed as inhibitors; hit rate 3.4% among 340,000; note: potency is the fitted concentration of half-maximal effect
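Infectious HCV cell culture screen: compound-treated cells (1,000/well, pre-plated 4 h) are infected with HCVcc-Cre at roughly 0.5 moi and grown 44 h. Infection is quantified by luciferase signal after 15 min substrate incubation at room temperature.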
The depositor's hits bear a star; u = inconclusive; x = no result given; ! = not active in a repeat; [ ] = another dose, or the depositor's remark. Unless noted, calls come from the whole dose curve; as a rule, active = well fitted curve in the direction sought with a large enough effect; inconclusive = small, poorly fitted or top-dose-only effect, or another doubt; inactive = no such curve, though single readings can be large; an effect the other way counts as inactive or inconclusive. Unless noted, % is set by controls: 0 for no effect and ±100 for the full control effect. This is a random part of the collection; about 7.5% have a hit in one of these screens.

SMILES	HCMV inh	AmpC inh no detg	AmpC inh detg	LmPK inhibitor	Tb PYK inh	AMA1 RON2 block	HCV inh
O=C(c1ccc(F)cc1)N1CCN(C2CCCCC2)CC1	-8	-5%	u	-5%	-9%	u	13%
CCn1cnc2c(Nc3cc(F)cc(F)c3)nc(C#N)nc21	-37	-7%	-3%	x	2%	x	x
C(=C\c1ccccc1)/C=N/N1CCN(Cc2ccccc2)CC1	-38	-11%[11.4 µM]	u	4%	-11%	u	-10%
COC(=O)N1CCCCC1c1cc(C(=O)Nc2cccc3c2CCCC3)no1 (stereo not drawn)	-4	x	x	x	-3%	-3%	x
O=C(COc1ccc(/C=N/NC(=O)CSCc2ccc([N+](=O)[O-])cc2)cc1)NCc1ccco1	12	-14%	-10%	2%	-1%	-3%	u
O=C(O)c1ccc(CNC(=O)c2ccc(C(F)(F)F)cc2)cc1	48	-28%	3%	-2%[11.5 µM]	2%	-9%	8%
CCOC(=O)CSc1n[nH]c(-c2cccnc2)n1	-5	-12%	-9%	0%	-7%	-3%	11%
Oc1cccc(/C=N/n2c(C3CCCCC3)n[nH]c2=S)c1	8	-30%	1%	u	u	111%[activator]	2.2µM*
O=S1(=O)C=CC(Nc2ccccc2)C1 (stereo not drawn)	12	-27%	u	1%	-16%	20%	3%
Cc1onc(-c2ccccc2Cl)c1C(=O)OCC(=O)c1c(N)n(C)c(=O)n(C)c1=O	-31	33%	1%	9%	-10%	-1%	u
COc1cc(/C=C2\C(=N)N3N=C(S(C)(=O)=O)SC3=NC2=O)ccc1OCCOc1ccc(C)cc1	15	-40%	1%	10%	0%	9%	14%
CCCCCn1c(=N)c(S(=O)(=O)c2ccccc2)cc2c(=O)n3cccc(C)c3nc21	8	x	11%	x	-3%	x	x
Cc1cc(C(=O)N2CCCC(N3CCN(Cc4ccc5c(c4)OCO5)CC3)C2)n[nH]1 (stereo not drawn)	-34	-2%	u	-2%	0%	-4%	15%
Cc1ccccc1-c1nnn(CC(=O)Nc2ccc3c(c2)OCO3)n1	-24	-40%	-4%	2%	1%	-5%	-4%
CC1CCN(C(=O)c2ccc(N3C(=O)C4CCC(C)CC4C3=O)cc2)CC1 (stereo not drawn)	-28	65%[activator]	-9%	4%	4%	3%	3%
O=C(C1CC1)N1CCc2cc(Br)cc(S(=O)(=O)NCc3ccco3)c21	-1	-24%	-8%	6%	-4%	4%	-7%
Cc1cc(C(=O)OCC(=O)N2CC(C)OC(C)C2)c(C)n1-c1ccccc1 (stereo not drawn)	-7	-35%	-2%	x	0%	7%	16%
CC1CCCN(C(=O)CNC(=O)Cn2ccc3ccccc3c2=O)C1 (stereo not drawn)	-3	-13%	3%	1%	-4%	-5%	6%
O=C(CCc1nc2ccccc2c(=O)[nH]1)OCc1ccc(Cl)cc1Cl	-8	-49%	-6%	-1%	-5%	7%[2.32 µM]	13%
CN(Cc1ccc(Cl)cc1)C(=O)CCl	-64*	-15%	1%	10%	1%	-8%	u
Cc1nnc(N/N=C/c2cccs2)[nH]c1=O	-35	-7%	0%	4%	1%	27%	16%
CCOCCCNC(=O)c1cc2sc(Cl)cc2n1CC	-23	38%	-4%	4%	-9%	-13%	u
Cc1ccc(OCC(=O)Nc2nnc(-c3ccco3)s2)cc1	5	-16%	-3%	5%	2%	-14%	21%
CCNC(=O)CSc1nc2ccccc2c(=O)n1-c1cc(OC)ccc1OC	21	-5%	u	-3%	-2%	-1%	x
COc1ccc(C(CCNCc2ccc(OC)c(OC)c2)c2ccc(F)cc2)cc1 (stereo not drawn)	27	45%	2%	0%	-2%	11%	7%

Continuation.
SMILES	HCMV inh	AmpC inh no detg	AmpC inh detg	LmPK inhibitor	Tb PYK inh	AMA1 RON2 block	HCV inh
Cc1ccc(-c2nnc(N3CCN(C(=O)CN4CCOCC4)CC3)c3ccccc23)cc1	11	111%[activator]	-7%	1%	6%	-4%	10µM*!
Cc1ccc(S(=O)(=O)N2CCN(C(=O)CN3CCOCC3)C2)cc1	-8	0%	-4%	-3%	4%	1%	18%
CC(NC(=O)COc1ccc(-c2ccccc2)cc1)C1CCCO1 (stereo not drawn)	-10	97%[activator]	3%	5%	4%	3%	-10%
Cc1ccccc1S(=O)(=O)Cc1ccc(C(=O)N2CCN(c3ncccn3)CC2)o1	-5	44%	10%	-9%	-6%	-1%	u
NC(=O)COn1c(SCC(N)=O)nc2ccccc2c1=O	-8	-3%	-6%	0%	2%	3%	-4%
Cc1ccc(NC(=O)c2sc(-n3nc(C)c(Cc4ccc(Cl)cc4)c3C)nc2C)cc1	2	x	26%	x	4%	x	x
C/C(CC(=O)Nc1ccc([N+](=O)[O-])cc1)=N\NC(=O)c1ccccc1O	42	-52%	-16%	3%	2%	75%[activator]	-1%
COc1ccc2nc(NC(=O)c3ccco3)sc2c1	56	-23%	-5%	u	-16%	10%	-9%
CCc1ccc(-c2cc(C)no2)cc1S(=O)(=O)N1CCN(C(=O)c2ccco2)CC1	-5	137%[activator]	-1%	6%	-2%	-4%	u
O=C1c2ccccc2-c2nnc(-c3ccc(O)cc3)cc21	14	-36%	3%	8.9µM*	-18%	-5%	14%
COc1ccc(C2CN(C)CC2C(=O)c2ccc(C)cc2)cc1Cl (stereo not drawn)	10	30%	2%	-5%	-14%	-23%	-28%
O=C(O)Cn1cc(/C=N/Nc2ccc([N+](=O)[O-])cn2)c2ccccc21	117	-30%	-4%	-1%	-6%	14%	30%
O=c1[nH]c(CN2CCN(S(=O)(=O)/C=C/c3ccccc3)CC2)nc2ccccc12	-36	12%	-4%	0%	1%	8%	-12%
Cc1oc2ccc(OS(C)(=O)=O)cc2c1C(=O)OC(C)C	16	-12%	u	-1%	-3%	-5%	u
O=C(O)CCNS(=O)(=O)c1ccccc1	7	-23%	u	-2%	-13%	-4%	-5%
CCn1c(SCC(=O)N2CCCc3ccccc32)nnc1-c1ccoc1C	-19	-3%	-13%	2%	-2%	-2%	-3%
COc1cccc(N(CC(=O)N2CCN(C)CC2)S(=O)(=O)c2ccccc2)c1	11	4%	-11%	0%	-15%	4%	8%
COc1ccc(NS(=O)(=O)c2cccc(C(=O)NNC(=O)CNC(=O)c3ccc(C)cc3)c2)cc1	-25	-37%	0%	x	-2%	45%[activator]	3%
Cc1c(Cl)cccc1NC(=O)CSc1nc(=O)n(Cc2cccnc2)c2c1CCC2	16	x	-1%	x	3%	x	x
CCOC(=O)C1(Cc2ccccc2C)CCCN(C(=O)c2ccoc2)C1 (stereo not drawn)	33	66%[activator]	2%	-4%	2%	-25%	21%
CC(=O)c1cccc(NC(=O)Cc2ccc(NC(=O)N3CCCCc4ccccc43)cc2)c1	11	x	15%	x	-1%	x	x
CC(=O)c1c(C)[nH]c(C(=O)C(C)Sc2nnc(NC3CC3)s2)c1C (stereo not drawn)	6	-57%	-2%	x	-18%	-9%	10µM*
COc1ccc(CN2C(=O)c3ccccc3C2C(=O)NC2CCCC(C)C2C)c(OC)c1 (stereo not drawn)	-7	73%[activator]	5%	13%	3%	2%	-4%
COc1ccc(N2C(=O)CSC2c2ccc(F)c(F)c2)cc1 (stereo not drawn)	50	14%	-7%	-1%	-4%	-1%	3%
Cc1ccc2cc(C#N)c(SCC(=O)N3CCCc4ccccc43)nc2c1C	31	-11%	-19%	0%	3%	0%	-24%

(next part)
SMILES	HCMV inh	AmpC inh no detg	AmpC inh detg	LmPK inhibitor	Tb PYK inh	AMA1 RON2 block	HCV inh
S=C(NC1CCCCC1)N1CCCCC1	5	-10%	-10%	-6%	-3%	8%	14%
Cc1ccc(NC(=O)N(Cc2ccco2)Cc2cc3cc(C)cc(C)c3nc2Cl)cc1	-10	-18%	-7%	9%	x	x	u
CC#CCN(Cc1ccco1)C(=O)C1CCC(=O)N(Cc2ccccc2F)C1 (stereo not drawn)	2	33%	-4%	-7%	-3%	9%	-9%
CCOC(=O)C1=C(O)/C(=C/c2cc(OC)c(OC)c(OC)c2)SC1=Nc1ccc(OC)cc1	u	-3%	-15%	6%	-5%	-8%	u
CCCCSc1nnc2c(n1)OC(C)N(C(C)=O)c1ccccc1-2 (stereo not drawn)	21	x	1%	x	-2%	x	x
NC1=NC(=Nc2cccc(S(=O)(=O)N3CCOCC3)c2)c2ccccc21	u	-3%	1%	-1%	0%	6%	-11%
OC(COC(c1ccccc1)c1ccccc1)CN1CCOCC1 (stereo not drawn)	30	12%	1%	-8%	2%	-3%	-5%
COc1ccc(C2c3c(C)nn(-c4ccccc4)c3NC(=O)N2c2ccccc2)cc1 (stereo not drawn)	-19	28%	-9%	1%	-3%	-6%	1%
N/C(=N\OC(=O)/C=C/c1ccccc1)c1ccncc1	23	19%	-11%	-1%	-3%	2%	11%
CCOC(=O)c1ccc(COC(=O)c2ccc(-c3nnc(-c4ccccc4)o3)cc2)o1	97	x	x	x	-11%	-6%	6%
CC(C)C(=O)Nc1c2c(nc3ccccc13)N(C)CC2	8	17%	0%	1%	4%	-8%	12%
CCC(C)Sc1cccc(-c2nc3ccc(Cl)cn3c2NCc2ccccc2)c1 (stereo not drawn)	x	-46%	-12%	x	4%	49%[activator]	22%
O=C(Nc1cnn(Cc2ccc(F)cc2)c1)c1cc2nc(-c3ccco3)cc(C(F)(F)F)n2n1	27	-24%	u	2%	2%	-13%	u

Of the compounds above, these have an NH in an aromatic ring:
SMILES	HCMV inh	AmpC inh no detg	AmpC inh detg	LmPK inhibitor	Tb PYK inh	AMA1 RON2 block	HCV inh
CCOC(=O)CSc1n[nH]c(-c2cccnc2)n1	-5	-12%	-9%	0%	-7%	-3%	11%
Oc1cccc(/C=N/n2c(C3CCCCC3)n[nH]c2=S)c1	8	-30%	1%	u	u	111%[activator]	2.2µM*
Cc1cc(C(=O)N2CCCC(N3CCN(Cc4ccc5c(c4)OCO5)CC3)C2)n[nH]1 (stereo not drawn)	-34	-2%	u	-2%	0%	-4%	15%
O=C(CCc1nc2ccccc2c(=O)[nH]1)OCc1ccc(Cl)cc1Cl	-8	-49%	-6%	-1%	-5%	7%[2.32 µM]	13%
Cc1nnc(N/N=C/c2cccs2)[nH]c1=O	-35	-7%	0%	4%	1%	27%	16%
O=c1[nH]c(CN2CCN(S(=O)(=O)/C=C/c3ccccc3)CC2)nc2ccccc12	-36	12%	-4%	0%	1%	8%	-12%
CC(=O)c1c(C)[nH]c(C(=O)C(C)Sc2nnc(NC3CC3)s2)c1C (stereo not drawn)	6	-57%	-2%	x	-18%	-9%	10µM*
